High-throughput results deposited in PubChem by National Center for Advancing Translational Sciences (NCATS).
Pol eta inh: blocks human DNA polymerase eta activity; Q9Y253; recombinant Pol eta, fluorescent DNA replication assay; Potency, µM (series often up to 114 µM), for inactives: at the highest dose activity change, negative = inhibition, usual class: inhibitors; 1.2% of 390,000 active; AID 588591; further: potency means the concentration at half of the fitted maximal effect; on the % scale 0 is the no-effect control and ±100 the full control effect
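Pol eta at 10 nM preincubated with compounds 15 min at room temperature; reaction started with fluorescent substrate (50 nM final) and read kinetically at 0 and 10 min.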
APE1 inh: inhibitors of human APE1 endonuclease | P27695 | recombinant APE1, TAMRA/BHQ-2 abasic DNA cleavage fluorescence | Potency, µM (highest dose often 65.8 µM), inactives show top-dose activity change, negative = inhibition, hits mostly inhibitors | 0.35% of 350,000 active | AID 2517;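 further: potency means the concentration at half of the fitted maximal effect; plate controls were vehicle for no effect and reference inhibitor for full effect; nearly all actives have a fitted effect of over 55% in size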
Target sequence (P27695 whole entry, looked up): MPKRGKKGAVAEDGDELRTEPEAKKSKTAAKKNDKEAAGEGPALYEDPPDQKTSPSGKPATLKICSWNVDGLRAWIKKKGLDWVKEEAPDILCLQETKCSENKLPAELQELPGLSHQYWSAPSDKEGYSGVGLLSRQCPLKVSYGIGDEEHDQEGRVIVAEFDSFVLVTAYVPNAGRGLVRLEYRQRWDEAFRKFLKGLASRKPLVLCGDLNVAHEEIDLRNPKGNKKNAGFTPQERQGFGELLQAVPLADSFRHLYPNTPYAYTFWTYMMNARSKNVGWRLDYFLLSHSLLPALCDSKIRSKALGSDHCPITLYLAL
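Incision of a quenched TAMRA/BHQ-2 THF abasic-site duplex (50 nM) by 0.75 nM APE1, after 15 min compound preincubation, measured as fluorescence increase over three 60 s reads. Values normalized to buffer, DMSO and NSC13755 control wells.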
POLK inh: blocks human DNA polymerase kappa activity. 0.53% of 400,000 active. purified Pol kappa, fluorescent DNA synthesis assay, 10 min. Q9UBT6. Potency, µM (highest dose often 107 µM), for inactives: at the top dose activity, negative = inhibition, hits mostly inhibitors; further: potency means the concentration at half of the fitted maximal effect; on the % scale 0 is the no-effect control and ±100 the full control effect
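50 nM final substrate added after 15 min RT preincubation of 10 nM Pol kappa with compound; fluorescence read at 0 and 10 min.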
Pol beta inh: inhibitors of human DNA polymerase beta; P06746; Pol beta primer extension/strand displacement, fluorescence kinetic; Potency, µM (doses to about 114 µM), for the others: at the highest dose activity change, negative = inhibition, hits mostly inhibitors; 1.3% of 340,000 active; further: potency means the concentration at half of the fitted maximal effect; on the % scale 0 is the no-effect control and ±100 the full control effect
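Homogeneous kinetic assay of primer extension and strand displacement by 10 nM Pol beta, preincubated 15 min at room temperature with compound before 50 nM substrate (final) was added. Read at 0 and 10 min; four-parameter Hill fit.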
POLI inh: DNA polymerase iota (human) inhibition; Q9UNA4; AID 588590; Potency, µM (highest dose often 115 µM), inactives show top-dose activity, negative = inhibition, most hits filed as inhibitors; Pol iota fluorescent replication assay, 10 min; 1% of 390,000 active; further: potency means the concentration at half of the fitted maximal effect
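Pol iota at 10 nM preincubated 15 min with compounds at room temperature; reaction started with fluorescent substrate, 50 nM final. Fluorescence read kinetically at 0 and 10 min; buffer-only wells as negative control.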
Tb PGK inh: blocks T. brucei phosphoglycerate kinase. P07378. PGK/GAPDH coupled, Kinase-Glo luminescence, 60 min. Potency, µM (top dose mostly 57.5 µM), for the others: at the top dose activity change, negative = inhibition, hits mostly inhibitors. 0.043% of 380,000 active. AID 602233; further: potency means the concentration at half of the fitted maximal effect; on the % scale 0 is the no-effect control and ±100 the full control effect; nearly all actives have a fitted effect of over 60% in size
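Recombinant glycosomal PGK reaction used 1,3-bisphosphoglycerate generated in-well by GAPDH (100nM final) in 100mM TEA pH 7.6, 5mM MgCl2, 0.01% Tween-20. After 60 minutes at room temperature, ATP was read by Kinase-Glo Plus luminescence end-point.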
RXFP1 antag: RXFP1 (human) relaxin receptor antagonism. Q9HBX9. HEK293-RXFP1, relaxin-stimulated cAMP HTRF, 30 min; active compounds read low. activity change, negative = inhibition, % at 57.5 µM. 0.59% of 350,000 active;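 active means activity change of -60% or lower, but not beyond a set lower limit; inconclusive means change between -60% and -40%, or beyond the set limit; inactive means change above -40%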; further: on the % scale 0 is the no-effect control and ±100 the full control effect
Target sequence (Q9HBX9 whole entry, looked up): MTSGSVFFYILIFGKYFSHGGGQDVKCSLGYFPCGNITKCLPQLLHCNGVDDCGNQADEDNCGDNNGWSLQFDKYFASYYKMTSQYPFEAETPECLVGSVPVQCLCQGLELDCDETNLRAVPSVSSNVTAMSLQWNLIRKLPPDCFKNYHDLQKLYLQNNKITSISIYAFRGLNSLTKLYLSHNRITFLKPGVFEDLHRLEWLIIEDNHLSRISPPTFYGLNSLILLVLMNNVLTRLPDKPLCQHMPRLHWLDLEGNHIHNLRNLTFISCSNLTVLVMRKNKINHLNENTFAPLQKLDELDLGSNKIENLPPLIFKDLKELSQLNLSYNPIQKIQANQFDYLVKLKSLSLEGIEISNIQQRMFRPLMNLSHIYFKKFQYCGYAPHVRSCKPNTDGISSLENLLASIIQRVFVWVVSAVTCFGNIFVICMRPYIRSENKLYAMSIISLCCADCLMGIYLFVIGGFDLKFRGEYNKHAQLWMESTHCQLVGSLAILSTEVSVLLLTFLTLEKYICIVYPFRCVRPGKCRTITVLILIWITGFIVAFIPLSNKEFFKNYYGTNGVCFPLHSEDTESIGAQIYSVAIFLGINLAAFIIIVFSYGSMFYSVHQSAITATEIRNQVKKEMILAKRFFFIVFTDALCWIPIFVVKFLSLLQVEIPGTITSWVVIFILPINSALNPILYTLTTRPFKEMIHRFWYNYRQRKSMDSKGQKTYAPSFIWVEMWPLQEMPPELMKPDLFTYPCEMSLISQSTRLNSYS
BLM inh: inhibitors of human Bloom syndrome helicase BLM; recombinant BLM DNA unwinding, fluorescence dequenching; AID 2528; 0.2% of 350,000 active; P54132; Potency, µM (doses to about 56.1 µM), for inactives: top-dose activity change, negative = inhibition, usual class: inhibitors;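 further: potency means the concentration at half of the fitted maximal effect; plate controls were vehicle for no effect and no enzyme for full effect; nearly all actives have a fitted effect of over 35% in size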
Anesthetic bind: candidate novel general anesthetic via apoferritin binding; P02791; 0.074% of 350,000 active; Potency, µM (series often up to 77.5 µM), for inactives: at the highest dose activity change, negative = displacement, hits mostly inhibitors; apoferritin/1-aminoanthracene competitive binding, fluorescence; further: potency means the concentration at half of the fitted maximal effect; on the % scale 0 is the no-effect control and ±100 the full control effect; nearly all actives have a fitted effect of over 20% in size
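Horse-spleen apoferritin (10 uM) was mixed with 50% saturated 1-aminoanthracene in PBS, exposed to compounds for 10 min at room temperature, and read for fluorescence (ex 380 nm, em 535 nm). Competitive displacement was fitted with a four-parameter Hill equation.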
* marks the source's active call; other numbers are inactive results; i = inactive; ? = inconclusive; / = not tested or not shown; & = joins results of further samples; [ ] = dose if it differs, or a comment. Unless noted, the call rests on the fitted dose curve; in most records, active means well fitted curve in the direction sought with a large enough effect; inconclusive means small, poorly fitted or top-dose-only effect, or another doubt; inactive means no such curve, though single readings can be large; an effect the other way counts as inactive or inconclusive. These rows are one share of the data. The share of hits here may be higher or lower than overall.

SMILES | Pol eta inh | APE1 inh | POLK inh | Pol beta inh | POLI inh | Tb PGK inh | RXFP1 antag | BLM inh | Anesthetic bind
COc1ccc2c3c(c(=O)oc2c1)C1O[C@](CCCCN2C(=O)c4ccccc4C2=O)(Cc2c1ccc1ccccc21)O3 | / | 18%[12.4 µM] | / | -8%[22.9 µM] | / | / | / | 0%[12.4 µM] | -8%[15.3 µM]
CC1=C(C(=O)Nc2ccccn2)C(c2ccc(Br)cc2)n2ncnc2N1 (stereo not drawn) | -2% | -3% | 3% | 32% | -13% | -2% | 1 | 0% | -9%
CCOc1ccc(NC(=O)CN2CCN(C3CCCCC3)C(=O)C2=O)cc1 | -9% | / | 0%[60.1 µM] | 2% | -24% | -8% | / | -4% | -7%
C/C=C/c1ccc(OCCn2nnc3ccccc32)c(OC)c1 | -5% | 6% | -22% | 12% | 8% | -4% | 3 | -4% | -12%
O=C(O)c1ccc2nc(C(F)(F)F)[nH]c2c1 | ? | -6% | -22% | -22% | 30% | -2% | -3 | -2% | 3%
Cn1nnnc1SCC(=O)Nc1ccccc1-c1ccccc1 | -1% | -2% | -17% | 0% | 8% | -3% | -1 | -1% | -3%
Cc1c(Cl)cccc1NC(=O)CNc1cccc(C(F)(F)F)c1 | -27% | -2% | -12% | -3%[57.1 µM] | -1% | -14% | -1 | -5% | 4%
N#C/C(=C/c1ccc2c(c1)OCO2)C(=O)Nc1ccc(O)cc1 | -1% | 13% | -18% | 1% | ? | -6% | 12 | -10% | -6%
CCOc1cc(C#N)c(NC(=O)c2ccnn2C)cc1OCC | -19% | -4% | -23% | 1% | -7% | -2% | 2 | -2% | -6%
CCOC(=O)C1=C(C)N=c2s/c(=C/c3cccc(OCC(=O)O)c3)c(=O)n2C1c1ccc(F)cc1 (stereo not drawn) | / | -2% | / | 14% | / | / | / | -5% | 4%
COc1ccccc1C(=O)C1CCCN(C(=O)c2cccc(Cn3cccn3)c2)C1 (stereo not drawn) | -17% | -8% | -7% | 0% | 27% | 5% | -3 | 0% | -16%
CCCn1c(=O)n(-c2cc(Cl)c(OC)cc2OC)c(=O)c2c3c(sc21)CN(C(C)=O)CC3 | -5% | / | 12% | 33% | 4% | -1% | / | -2% | -2%
CC(Sc1nc(N)cc(N)n1)C(=O)Nc1ccc(N2CCOCC2)cc1 (stereo not drawn) | -11% | -5% | 12% | / | 22% | -12% | -8 | / | /
CS(=O)(=O)NCCNc1ccc(Cl)cc1[N+](=O)[O-] | -9% | 8% | 6% | ? | 5% | -5% | 3 | -8% | ?
O=c1c(Br)c(N2CCCCC2)cnn1-c1ccccc1 | -17% | 5% | 0% | -6% | 122%[activator] | -8% | 0 | -8% | -10%
COC(CC(=O)NNC(=S)Nc1ccc(Cl)cc1)OC | 1% | 0% | -21% | 4% | 6% | 5% | 6 | 1% | 0%
COC(=O)C1(C(=O)OC)NOC2C(=O)N(N(C)c3ncc(C(F)(F)F)cc3Cl)C(=O)C21 (stereo not drawn) | -11% | -4% | -13% | 6% | 83%[activator] | 4% | 13 | -2% | -7%
Cc1ccnc2nc(C(=O)OCC(=O)N(Cc3ccccc3)C(C)(C)C)nn12 | 18% | -2% | 1% | / | -8% | -8% | 3 | / | /
CN(C)c1ccc(C2CC(=O)NC3=C2C(=O)CC(C)(C)C3)cc1 (stereo not drawn) | 14% | 4% | -10% | 7% | 34%[activator] | -5% | 3 | -3% | -7%
O=C(c1ccc(N2CCN(CCO)CC2)nc1)N1CCOCC1 | 2% | -10% | -7% | 22% | 6% | -1% | 7 | 0% | 4%
CCCCN(CCCC)C(=O)c1cc(Cl)ccc1[N+](=O)[O-] | -10% | 2% | -8% | 22% | 0% | 11% | / | -5% | -9%
COc1ccc2c(c1OC)C(=O)O[C@H]2C1c2c(cc3c(c2OC)OCO3)CCN1C (stereo partly drawn) | / | -3%&3% | -12%[60.1 µM] | / | / | / | / | -8%&99% | -2%
COCCN(CCOC)C(=O)c1ccc(NS(=O)(=O)c2ccc3c(c2)OCCO3)cc1 | -2% | -10% | -4% | 39% | 17% | -5% | -2 | 4% | -6%
COc1ccc(CC(=O)Nc2ccc(S(=O)(=O)Nc3cc(OC)nc(OC)n3)cc2)cc1 | 4% | -13% | -16% | 20% | -8% | 7% | -1 | -2% | -4%
CN(CCc1ccccc1)C(=O)c1ccc(NC(=O)Cc2ccc(NC(=O)C3CCN(C(=O)c4ccccc4)CC3)cc2)cc1 | 0% | / | 16% | / | 4% | -6% | / | / | /
N/C(=N\OC(=O)c1ccc(Cl)cc1[N+](=O)[O-])c1ccccn1 | -6% | 4% | -8% | 6% | 12% | -14% | 7 | -2% | -17%
Cn1c(=O)c([N+](=O)[O-])c(NCc2ccc3c(c2)OCO3)c2ccccc21 | 0% | -3% | 0% | 28% | 46%[activator] | -5% | -11 | 1% | -6%
NC(=O)CN1C(=O)C(O)(CC(=O)/C=C\c2ccc3c(c2)OCO3)c2ccccc21 (stereo not drawn) | -11% | 8% | -9% | 1% | 86%[activator] | -3% | -4 | -2% | 0%
COc1ccc(C(=N/O)/C(=N/O)c2ccc(OC)cc2)cc1 | -1% | 3% | -6% | -17% | -6% | i | 11 | -6% | -6%
COc1cccc(CNC(=O)C2CCCN(S(C)(=O)=O)C2)c1 (stereo not drawn) | 1% | -3% | -2% | 0% | 3% | -3% | 10 | -4% | -4%

Four compounds drawn at random from those above:
SMILES | Pol eta inh | APE1 inh | POLK inh | Pol beta inh | POLI inh | Tb PGK inh | RXFP1 antag | BLM inh | Anesthetic bind
N/C(=N\OC(=O)c1ccc(Cl)cc1[N+](=O)[O-])c1ccccn1 | -6% | 4% | -8% | 6% | 12% | -14% | 7 | -2% | -17%
COCCN(CCOC)C(=O)c1ccc(NS(=O)(=O)c2ccc3c(c2)OCCO3)cc1 | -2% | -10% | -4% | 39% | 17% | -5% | -2 | 4% | -6%
COc1cccc(CNC(=O)C2CCCN(S(C)(=O)=O)C2)c1 (stereo not drawn) | 1% | -3% | -2% | 0% | 3% | -3% | 10 | -4% | -4%
COc1ccc2c(c1OC)C(=O)O[C@H]2C1c2c(cc3c(c2OC)OCO3)CCN1C (stereo partly drawn) | / | -3%&3% | -12%[60.1 µM] | / | / | / | / | -8%&99% | -2%

Additional compounds
SMILES | Pol eta inh | APE1 inh | POLK inh | Pol beta inh | POLI inh | Tb PGK inh | RXFP1 antag | BLM inh | Anesthetic bind
Cc1c(C(=O)OC2CCCCCC2)[nH]c2c1C(=O)CC(c1ccccc1Cl)C2 (stereo not drawn) | -14% | / | 6% | 4% | 10% | i | -11 | -7% | 1%
CC1=CC[C@@]23CCCN2C(=O)CCC[C@H]3C1 | 4% | 9% | 3%&-10% | / | 17% | -4% | / | 0%[120 µM] | -3%[163 µM]
O=C1C=C(c2ccccc2)C(c2ccccc2)C1O (stereo not drawn) | -7% | / | -15% | / | 8% | i | -5 | / | /
COc1cc(-c2n[nH]c(=S)n2Cc2ccccc2)cc(OC)c1OC | -15% | 34% | -6% | 1% | 45%[activator] | -6% | -2 | -5% | 0%
Cn1c(C=O)c(C#CC(C)(C)O)c2ccccc21 | -15% | 3% | -19% | / | 19% | -5% | / | / | /
O=C(c1ccc(N2CCCC2)c([N+](=O)[O-])c1)N1CCN(S(=O)(=O)c2ccccc2)CC1 | -12% | -19% | -15% | / | 3% | -8% | -20 | / | /
O=C(Nc1ccc(F)c(F)c1)c1cc(S(=O)(=O)NCc2ccc3c(c2)OCO3)ccc1F | -19% | / | -3%[60.1 µM] | 2% | -15% | 0% | -11 | -5% | -2%
O=C1CCC[C@@H]2Cc3nc4ccc(Cl)cc4cc3[C@@H]3CCN1[C@H]23 | -12% | / | -2%&-6% | / | 41%&26%[activator] | 5% | / | / | /
COc1cccc(C(c2sc3ncnn3c2O)N2CCc3ccccc3C2)c1 (stereo not drawn) | -9% | -3% | -4% | 34% | 26% | i | -1 | 5% | -8%
O=C(COc1cccc(C(F)(F)F)c1)NNC(=O)c1ccc(=O)[nH]c1 | -12% | 43% | 6% | / | 25% | -5% | -3 | / | /

Grouped by structure: the entries above with an aryl thioether with sulfur outside any ring
SMILES | Pol eta inh | APE1 inh | POLK inh | Pol beta inh | POLI inh | Tb PGK inh | RXFP1 antag | BLM inh | Anesthetic bind
Cn1nnnc1SCC(=O)Nc1ccccc1-c1ccccc1 | -1% | -2% | -17% | 0% | 8% | -3% | -1 | -1% | -3%
CC(Sc1nc(N)cc(N)n1)C(=O)Nc1ccc(N2CCOCC2)cc1 (stereo not drawn) | -11% | -5% | 12% | / | 22% | -12% | -8 | / | /

Following part:
SMILES | Pol eta inh | APE1 inh | POLK inh | Pol beta inh | POLI inh | Tb PGK inh | RXFP1 antag | BLM inh | Anesthetic bind
Cc1cc(SCC(=O)N(C)C2CCS(=O)(=O)C2)nc2c(C)cccc12 (stereo not drawn) | -7% | ? | 6% | 10% | 70%[activator] | -8% | 11 | 0% | -10%
CCCN1CCN(C(=O)Cn2nc(C)n3c(cc4c(OC)cccc43)c2=O)CC1 | -14% | / | 10% | / | 38%[activator] | i | -6 | / | /
CCOc1ccc(N(C)S(=O)(=O)c2cc(-c3cc(C)no3)ccc2OC)cc1 | -7%&-6% | 31% | -15%&-7% | 4%&1% | ? | -2% | 0&-23 | -11%&-4% | -14%&3%
CC(=O)Nc1ccc(NC(=S)NC(=O)c2cc3ccccc3o2)cc1 | -4% | 2% | -9% | 106% | -1% | 10% | -8 | -3% | -8%
O=C(Nc1ccc(Oc2cccc(C(F)(F)F)c2)nc1)c1ccccc1 | -3% | 12% | -11% | 24% | 99%[activator] | 2% | -9 | -4% | 5%
CCN(C[C@H]1N[C@@](CC)(C(=O)OC)[C@H]2C(=O)N(C)C(=O)[C@@H]12)C(=O)c1ccccc1 | -9% | 45% | 14% | / | -2% | i | / | / | /
Cc1ccc(Cl)cc1N1CCN(C(=O)CCc2nnc3n(C)c(=O)c4ccccc4n23)CC1 | -6% | / | -17% | 0% | 15% | 14% | 0 | -4% | 0%
